Screens (PubChem)
S100A4 inh HTS = S100A4-myosin IIA interaction inhibition | P26447 | S100A4/TAMRA-MyoIIA peptide fluorescence polarization | inhibition, % at 10.7 µM | 360,000 compounds, 0.14% hits;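 active = mean inhibition of at least 70% across replicates, with every replicate also reaching that level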
Target sequence (P26447 whole entry, looked up): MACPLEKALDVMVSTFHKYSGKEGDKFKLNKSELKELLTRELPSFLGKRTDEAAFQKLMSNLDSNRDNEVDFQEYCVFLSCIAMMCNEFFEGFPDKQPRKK
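Material: human S100A4 monomer with TAMRA-labelled myosin IIA peptide; buffer or medium: HEPES pH 7.2 with CaCl2, KCl, NaCl, DTT, Triton; compound dosing: one concentration per compound; schedule: 5 min incubation before reading; benchmarks: neutral control DMSO, positive control TFP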
ERp5 inh = ERp5 (human) disulfide isomerase inhibition; ERp5 insulin aggregation, absorbance 650 nm, 90 min; inhibition, % at 9.99 µM; 350,000 compounds, 0.05% hits; AID 651711;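 active = mean replicate inhibition above about 25%, with every replicate also reaching it, limit read from the data, passing the limit was not always enough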
ERAP1 HTS inh = inhibitors of human ERAP1 aminopeptidase | Q9NZ08 | recombinant ERAP1, Leu-AMC fluorescence, 60 min | inhibition, % at 10.7 µM | 340,000 compounds, 0.15% hits | AID 652197;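 active = mean replicate inhibition of at least 30%, or all replicates individually reaching that 30% level; inactive = mean below 30% and not every replicate reaching it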;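 note: 0% = neutral control wells and 100% = L-leucinethiol positive control wells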
XiGFP reactiv = reactivates the inactive X chromosome in mouse fibroblasts; XiGFP mouse fibroblasts, % GFP-positive cells imaging, 3 d; cells co-treated with 5-aza-dC sensitizer; scaled so ellipticine positive control = 100%; activation, % at 7.58 µM; 360,000 compounds, 0.055% hits; AID 743238;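 active = mean normalized replicate activation at least 10% and every replicate at or above 10%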;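 note: 0% = median of on-plate neutral control wells and 100% = ellipticine 6 µM median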
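Material: XiGFP fibroblasts, SV40-immortalized. Buffer or medium: DMEM plus 5-aza-dC sensitizer. Compound: single concentration per compound, delivered by pin transfer. Times: 3 days compound exposure. Controls: ellipticine 6 µM.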
esBAF inh = inhibitors of esBAF chromatin remodeling in mouse ES cells; Bmi1-luciferase knock-in reporter, 24 h; 100% = twice the neutral-well signal; 350,000 compounds, 2% hits; reporter increase, % at 12.5 µM; in the data active = activation above about 40%;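 note: 0% = median of the plate's neutral control wells and 100% = double that signal; a rise in the Bmi1 reporter signal indicates esBAF inhibition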
RAD54 inh = inhibitors of human RAD54 branch migration; RAD54 Holliday junction branch migration, FAM/BHQ fluorescence; inhibition, % at 10.4 µM; 360,000 compounds, 0.14% hits; AID 602329;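 active = mean normalized replicate activity at least 40 and at least half of replicates scoring 40 or more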;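 note: 0% = median of neutral control wells and 100% = median of positive control wells; inhibitors cause a drop in the FAM fluorescence signal; in these data hits start at about 50%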
E-sel inducer = E-selectin induction on HUVECs; HUVEC E-selectin immunofluorescence imaging; normalized: neutral wells 0, TNF-alpha wells 100; P16581; 260,000 compounds, 0.37% hits; activation, % at 7.58 µM;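 active = mean E-selectin-positive cell signal at least 10% of the positive control, reached in at least 60% of replicates, without over 20% cell loss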;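 note: in these data hits start at about 27%; measured in HUVEC primary endothelial cells; signal is the percent of cells scored E-selectin positive by PE staining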
Target sequence (P16581 whole entry, looked up): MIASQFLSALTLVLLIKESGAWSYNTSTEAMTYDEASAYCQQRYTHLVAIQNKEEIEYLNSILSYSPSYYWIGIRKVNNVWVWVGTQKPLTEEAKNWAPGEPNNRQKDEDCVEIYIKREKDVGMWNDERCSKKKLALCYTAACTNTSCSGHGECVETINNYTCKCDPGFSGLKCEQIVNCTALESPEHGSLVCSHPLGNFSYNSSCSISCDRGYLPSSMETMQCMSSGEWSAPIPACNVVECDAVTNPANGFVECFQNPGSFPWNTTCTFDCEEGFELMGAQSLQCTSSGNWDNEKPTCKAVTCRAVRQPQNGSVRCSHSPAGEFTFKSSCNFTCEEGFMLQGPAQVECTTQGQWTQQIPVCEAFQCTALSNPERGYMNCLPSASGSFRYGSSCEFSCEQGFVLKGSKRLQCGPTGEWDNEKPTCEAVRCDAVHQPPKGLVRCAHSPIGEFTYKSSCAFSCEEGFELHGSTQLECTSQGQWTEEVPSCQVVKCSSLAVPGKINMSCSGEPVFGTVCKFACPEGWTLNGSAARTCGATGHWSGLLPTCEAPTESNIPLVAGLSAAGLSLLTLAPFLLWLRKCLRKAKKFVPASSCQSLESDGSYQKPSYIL
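Read-out basis: % PE-positive cells; Test system: HUVEC primary endothelial cells; Technique: immunofluorescence imaging; Dosing: single-point compound dose.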
RAD52 anneal inh = inhibitors of human RAD52 DNA annealing. P43351. recombinant RAD52 DNA annealing, FRET fluorescence. inhibition, % at 18.7 µM. 360,000 compounds, 0.46% hits. AID 651710;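 active = every replicate showing at least 50% inhibition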
Numbers without * were called inactive; · = no result given; & = joins results of further samples. Random draw from the library; overall some 2.5% were active at least once.

SMILES	S100A4 inh HTS	ERp5 inh	ERAP1 HTS inh	XiGFP reactiv	esBAF inh	RAD54 inh	E-sel inducer	RAD52 anneal inh
COc1ccc(-c2c(C#Cc3ccsc3)c3cc(-c4ccc(OC)c(F)c4)ccc3n2C)cc1	-6	-5	4	0.4	-5	-10	·	-196
CC(=O)c1cccc(-n2c(CCC(=O)O)ccc2-c2ccc(C)cc2)c1	-14	3	3	·	18	-7	·	-27
C[C@H]1CN([C@@H](C)CO)C(=O)CCCn2cc(nn2)CO[C@@H]1CN(C)C(=O)CCCN(C)C	-1	0	-1	0.5	6	-7	0.6	8
CCCC(=O)N1CC2(C1)CN(C(=O)C1CCCCC1)[C@@H](CO)c1[nH]c3cc(OC)ccc3c12	4	-4	-1	0.0	·	·	-0.2	7
O=C(NCCOC(=O)c1ccccc1)c1ccccc1	-5	2	-2	-0.1	2	-3	·	-13
CCOC(=O)C1CCCN(C(=O)COc2ccc(C(C)(C)C)cc2)CC1 (stereo unspecified)	-7	-5	3	0.2	-51	-7	-0.1	-11
O=C(O)CCCCCCC(=O)NOCc1ccccc1	3	-4	1	·	·	·	·	3
Cc1ccc(S(=O)(=O)N(C)C[C@H]2Oc3ccc(NC(=O)Cn4cnnn4)cc3CC(=O)N([C@H](C)CO)C[C@@H]2C)cc1	-9	-11	3	0.1	-10	-3	-0.3	-2
O=C(C1CCCC1)N1CC(=O)N2[C@H](CO)[C@H](c3ccc(-c4ccccc4F)cc3)[C@@H]2C1	46	-2	4	0.0	·	·	0.1	-31
COc1ccccc1N1CCN(C(=O)CCCn2nc(C)c([N+](=O)[O-])c2C)CC1	0	-1	-2	-0.1	2	·	-1.7	-4
COc1ccccc1NC(=O)CSc1nc2nccnc2c(=O)n1Cc1cccs1	2	0	0	0.0	-1	3	·	6
CC(=O)c1cc(C#N)c(SCc2ccc([N+](=O)[O-])cc2)nc1C	-5	2	2	-0.1	·	·	0.6	-31
COc1ccc(C(=O)NC2CC2)cc1OC1CCN(C(C)CSC)CC1 (stereo unspecified)	-5	0	-4	0.5	3	1	·	-23
Cc1ccc(C2=Nc3ccccc3N=C(C(Cl)Cl)C2)cc1	0	-1	-14	0.0	-18	2	4.9	-5
Cc1[nH]c2ccccc2c1C=NNC(=O)c1cc(-c2cccnc2)nc2ccccc12	1	6	0	0.0	5	-9	-0.3	-106
CC(C)C#Cc1ccc2c(c1)O[C@@H](CN(C)C(=O)c1ccccn1)[C@@H](C)CN([C@@H](C)CO)S2(=O)=O	1	2	0	-1.0	5	5	-0.1	-2
CC(C)C(=O)Nc1ccc2c(c1)C(=O)N(C)[C@H]1CC[C@H](CC(=O)NC3CCCC3)O[C@H]1CO2	-2	7	4	0.3	5	5	0.3	-11
O=C(c1cc([N+](=O)[O-])ccc1N1CCCCC1)N1CCc2ccccc21	-5	4	3	0.1	·	·	·	-453
Cc1ccc(S(=O)(=O)Nc2ccc3c(c2)C(=O)N([C@@H](C)CO)C[C@@H](C)[C@@H](CN(C)C(=O)CCC(F)(F)F)OCCCC[C@H](C)O3)cc1	-4	2	-2	0.0	-1	-4	·	-3
Cc1ccc(N(CC(=O)NC2CCCCC2)C(=O)CNC(=O)c2ccco2)cc1C	0	0	-1	0.1	-2	-6	·	-9
CO[C@@H]1CN(C)C(=O)c2ccc(NC(C)=O)cc2OC[C@@H](C)N(C(=O)c2ccccc2F)C[C@@H]1C	·	·	·	0.2	-1	-3	-0.2	·
CN(c1ccc(O)cc1)c1nc(-c2cccs2)cs1	53	-1	-3	0.0	·	·	0.1	-8
COc1ccc(NS(=O)(=O)c2cc(NC(=O)CCc3ccc(OC)c(OC)c3)ccc2N2CCOCC2)cc1	-4	4	0	-0.1	0	-18	0.0	-38
Cc1ccc(NC(=O)c2ccc3[nH]c(=O)c(=O)[nH]c3c2)nc1	4	0	-5	-0.1	14	4	·	-23
Cc1nn(CC(=O)N2CC(=O)Nc3ccccc32)c(C)c1[N+](=O)[O-]	0	2	-4	-0.3	2	-7	0.2	-25
COc1ccc(CN(C)C[C@H]2OCCCC[C@H](C)Oc3ccc(NC(=O)CCC(F)(F)F)cc3C(=O)N([C@@H](C)CO)C[C@@H]2C)cc1	-1&-24	3&3	2&2	-0.1&-0.1	2&-4	3&-2	·	3&6
Cc1nc2ccc([N+](=O)[O-])cc2c(=O)n1Cc1ccccc1Br	0	6	7	0.2	-4	-10	-0.2	3
CCOc1cccc(=O)c2c(C)oc(C)c12	-6	3	-5	·	-4	-9	·	-28
CCCN(CC(=O)Nc1ccc(Cl)cc1Cl)C(=O)/C=C/c1ccco1	-11	1	-2	-0.1	·	·	-0.2	-23
COc1ccccc1CN(C)C[C@H]1OCc2ccccc2-c2c(n(C)c3ccccc23)C(=O)N([C@@H](C)CO)C[C@H]1C	-1	4	-9	-0.2	·	·	3.2	34
Cc1ccc(S(=O)(=O)N(C)C[C@H]2OCCCC[C@@H](C)Oc3ccc(NS(=O)(=O)c4cn(C)cn4)cc3C(=O)N([C@@H](C)CO)C[C@@H]2C)cc1	3	2	1	0.0	-2	-7	·	19
COc1ccc(CNC(=O)COC(=O)c2ccc(Br)cc2)cc1	4	4	-2	0.1	-4	-4	·	1
CCS(=O)(=O)N1Cc2ccccc2CC1C(=O)Nc1ccc(F)c(F)c1 (stereo unspecified)	-23	-1	-1	0.1	35	-3	·	-12
COc1cccc(NC(=O)N2C3CCCC2CC(NC(=O)C(C)(C)C)C3)c1 (stereo unspecified)	1	-1	1	0.0	6	1	·	2
CCCC#Cc1cnc2c(c1)C(=O)N([C@@H](C)CO)C[C@@H](C)[C@@H](CN(C)C(=O)NC1CCCC1)O2	8	7	1	-1.1	-1	2	-0.1	-29
Cc1ccc2nc(Cl)nc(-c3ccccc3)c2c1	-1	5	-3	0.3	-12	6	9.6	-2
Cc1ccc(N=Cc2c(O)c3ccccc3oc2=O)cc1F	-9	4	0	0.1	9	1	0.0	-11
S=C(NCCCc1ccccc1)NCc1ccccc1	13	-1	-1	0.2	4	-1	0.3	3
CC(=O)N(C)C[C@@H]1[C@@H](c2ccc(-c3ccccc3F)cc2)[C@H](CO)N1C(C)=O	2	0	-1	0.2	-3	-2	-0.3	-18
COc1ccc(CN(C)C[C@H]2Oc3c(NC(=O)c4cc(C)nn4C)cccc3C(=O)N([C@@H](C)CO)C[C@@H]2C)cc1	7	-5	1	-0.1	-1	-8	-0.4	-6
O=C(/C=C/c1ccc(Cl)c(Cl)c1)NCCCn1ccnc1	-27	1	2	0.3	-1	5	0.1	-4
C[C@@H](NC(=O)CN1C(=O)c2ccccc2S1(=O)=O)c1ccccc1	0	0	0	0.1	-1	-2	·	-6
O=C(Cc1cccs1)N1CCN(S(=O)(=O)c2ccc(Br)cc2)CC1	-1	-9	0	0.7	11	5	-0.1	-8
CCCCCCNS(=O)(=O)c1ccccc1Br	-1	4	·	1.0	-4	-7	-0.1	-12
COc1nccnc1NS(=O)(=O)c1ccc(NC(=O)c2cccc(C)c2)cc1	-4	5	-2	0.0	·	·	0.3	-17
O=C(CC(=O)c1ccccc1)Nc1ccc([N+](=O)[O-])cc1	-4	7	0	0.3	29	-3	0.0	-20
CC(C)NC(=O)Nc1ccc2c(c1)C(=O)N([C@H](C)CO)C[C@@H](C)[C@H](CN(C)S(=O)(=O)c1cn(C)cn1)O2	-3	9	-3	0.0	3	4	-0.2	9
COc1ccccc1NC(=O)Cn1nnc(C(=O)NCc2cccs2)c1N	-2	-2	4	0.2	-4	3	·	-8
COCC#Cc1ccc2c(c1)O[C@@H](CN(C)CC1CCOCC1)[C@@H](C)CN([C@@H](C)CO)S2(=O)=O	-1	11	-1	-0.3	-3	-3	0.1	2
Cc1noc(C)c1C(=O)N1CCc2ccccc21	-2	-4	-3	·	-2	4	·	7
COC(=O)CC(=O)CC(NS(=O)(=O)c1ccc(C)cc1)c1ccccc1 (stereo unspecified)	1	12	2	0.0	·	·	-0.1	1
COC(=O)c1cc(S(=O)(=O)Nc2cc(OC)cc(OC)c2)c[nH]1	-4	13	1	0.0	-5	-2	-0.7	-8
CCc1ccc2oc(=O)cc(CN3CCCCC3)c2c1	3	-4	2	0.0	-6	3	-0.1	-15
COc1ccc(C(C)=O)cc1COc1ccc([N+](=O)[O-])c(C)c1	2	-6	1	0.0	·	·	-0.2	5
CCN1CCN(c2cc(C)c3cc(NC(=O)c4ccncc4)ccc3n2)CC1	-5	-1	0	0.1	-1	0	0.3	-35
COc1ccc(NS(=O)(=O)c2ccc(N3CCCC3)c(NC(=S)Nc3ccc(SC(F)F)cc3)c2)cc1	3	8	-3	0.0	·	1	·	-22
CCc1ccc(S(=O)(=O)c2ccc(-n3nc(C)cc3N)cc2)cc1	11	3	-1	0.0	·	·	·	-7
COc1cc2c(cc1OC)CN(C(=O)c1ccco1)CC2	-7	8	-2	0.4	·	·	-0.2	-9
C[C@@H]1CN([C@H](C)CO)C(=O)c2cc(NC(=O)NC3CCCCC3)ccc2O[C@@H](C)CCCCO[C@H]1CN(C)S(=O)(=O)c1cccs1	·	·	·	0.1	-2	-1	0.2	·

Reprinted at random: 6 records from the list, in no set order.
SMILES	S100A4 inh HTS	ERp5 inh	ERAP1 HTS inh	XiGFP reactiv	esBAF inh	RAD54 inh	E-sel inducer	RAD52 anneal inh
C[C@@H]1CN([C@H](C)CO)C(=O)c2cc(NC(=O)NC3CCCCC3)ccc2O[C@@H](C)CCCCO[C@H]1CN(C)S(=O)(=O)c1cccs1	·	·	·	0.1	-2	-1	0.2	·
CCc1ccc2oc(=O)cc(CN3CCCCC3)c2c1	3	-4	2	0.0	-6	3	-0.1	-15
COC(=O)c1cc(S(=O)(=O)Nc2cc(OC)cc(OC)c2)c[nH]1	-4	13	1	0.0	-5	-2	-0.7	-8
COc1ccc(NS(=O)(=O)c2ccc(N3CCCC3)c(NC(=S)Nc3ccc(SC(F)F)cc3)c2)cc1	3	8	-3	0.0	·	1	·	-22
CCc1ccc(S(=O)(=O)c2ccc(-n3nc(C)cc3N)cc2)cc1	11	3	-1	0.0	·	·	·	-7
Cc1noc(C)c1C(=O)N1CCc2ccccc21	-2	-4	-3	·	-2	4	·	7
